BoNT F protease – blocks Botulinum neurotoxin F light chain protease. Multiplex microsphere protease cleavage assay, flow cytometry. inhibition, % at 10 µM. actives 0.22% (n = 360,000). AID 588497; in the data active = inhibition above about 35%, passing the limit was not always enough; inconclusive = no clear call, values can overlap the other calls; also: plate controls were buffer without enzyme for full effect and enzyme alone for no effect
FBA Mtb inh – inhibitors of M. tuberculosis fructose-bisphosphate aldolase. P9WQA3. purified M. tuberculosis FBA, fluorescence read-out. inhibition, % at 1 µM. actives 2.3% (n = 360,000). AID 588726; in the data active = inhibition above about 27%;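 also: 0% = vehicle and 100% = reference inhibitor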
Target sequence (P9WQA3 whole entry, looked up): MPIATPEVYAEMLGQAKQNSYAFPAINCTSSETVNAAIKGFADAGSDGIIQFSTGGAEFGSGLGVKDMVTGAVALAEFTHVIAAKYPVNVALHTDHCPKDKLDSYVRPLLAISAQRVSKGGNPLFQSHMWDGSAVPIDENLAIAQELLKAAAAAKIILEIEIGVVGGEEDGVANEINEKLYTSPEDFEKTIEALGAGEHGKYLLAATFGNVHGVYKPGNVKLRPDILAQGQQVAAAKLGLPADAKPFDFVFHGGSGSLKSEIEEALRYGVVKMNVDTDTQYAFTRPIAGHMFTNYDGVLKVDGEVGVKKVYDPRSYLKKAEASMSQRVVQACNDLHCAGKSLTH
Mtb UGM inh – inhibitors of M. tuberculosis UDP-galactopyranose mutase; P9WIQ1; purified UGM, fluorescence polarization probe displacement; AID 504406; actives 0.06% (n = 320,000); inhibition, % at 10 µM; in the data active = inhibition above about 10%, passing the limit was not always enough; inconclusive = no clear call, values can overlap the other calls
Target sequence (P9WIQ1 whole entry, looked up): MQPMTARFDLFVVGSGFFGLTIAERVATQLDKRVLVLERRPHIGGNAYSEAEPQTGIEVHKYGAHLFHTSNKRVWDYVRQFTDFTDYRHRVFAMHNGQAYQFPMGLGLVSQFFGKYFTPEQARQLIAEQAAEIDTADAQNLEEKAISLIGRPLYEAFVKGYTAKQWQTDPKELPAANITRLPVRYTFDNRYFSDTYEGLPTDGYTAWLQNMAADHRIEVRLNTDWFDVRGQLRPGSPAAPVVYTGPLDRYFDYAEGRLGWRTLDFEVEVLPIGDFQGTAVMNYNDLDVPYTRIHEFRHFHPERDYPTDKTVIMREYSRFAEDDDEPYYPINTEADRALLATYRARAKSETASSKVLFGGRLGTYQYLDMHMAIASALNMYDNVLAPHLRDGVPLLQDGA
BoNT A protease – blocks Botulinum neurotoxin A light chain protease. actives 0.17% (n = 360,000). inhibition, % at 10 µM. multiplex microsphere protease substrate cleavage, flow cytometry. AID 588499; also: plate controls were buffer without enzyme for full effect and enzyme alone for no effect
BioA inh – blocks M. tuberculosis BioA enzyme activity. purified M. tuberculosis BioA enzyme, plate reader. inhibition, % at 9.99 µM. actives 0.096% (n = 360,000). AID 602481; in the data active = inhibition above about 40%; inconclusive = no clear call, values can overlap the other calls
PfHsp40 yeast – compounds rescuing yeast from Plasmodium falciparum HSP40 toxicity. S. cerevisiae expressing PfHsp40, growth rescue, ATP luminescence. growth rescue, % at 12.5 µM. actives 0.68% (n = 340,000); in the data active = growth rescue above about 28%, passing the limit was not always enough; inconclusive = no clear call, values can overlap the other calls;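 also: yeast W303a lacking pdr1 and pdr3 grown in galactose medium; growth measured after three days at 30 °C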
GDH-TPI counter – inhibits GDH-TPI coupling enzymes, artifact for Mtb FBA screen; inhibition, % at 4.8 µM; AID 588335; actives 1.2% (n = 360,000); GDH-TPI coupled enzyme counterscreen, NADH absorbance; in the data active = inhibition above about 30%;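 also: 0% = DMSO wells and 100% = wells lacking the enzyme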
Anthrax LF prot – blocks Bacillus anthracis lethal factor protease. P15917. actives 0.12% (n = 360,000). multiplex microsphere protease cleavage assay, LF. inhibition, % at 10 µM; also: plate controls were buffer without enzyme for full effect and enzyme alone for no effect
FadD28 binding – M. tuberculosis FadD28 bisubstrate binding inhibition | inhibition, % at 12.5 µM | actives 0.22% (n = 360,000) | FadD28 bisubstrate probe binding, fluorescence polarization; in the data active = inhibition above about 8.5%, passing the limit was not always enough; inconclusive = no clear call, values can overlap the other calls
An asterisk follows results filed as active; ? = inconclusive; / = no result given. Rule as the data show it, unless noted: active = inhibition above about 30%; inconclusive = no clear call, values can overlap the other calls; inactive = below that.

SMILES	BoNT F protease	FBA Mtb inh	Mtb UGM inh	BoNT A protease	BioA inh	PfHsp40 yeast	GDH-TPI counter	Anthrax LF prot	FadD28 binding
CCOC(=O)C1(Cc2cccc(OC)c2)CCCN(C(=O)c2cc(C)oc2C)C1 (stereo unspecified)	2	0	-2.5	0.0	0.3	-0.1	4	-2	-4.4
Cc1ccc(C(=O)Nc2ccc([N+](=O)[O-])cn2)o1	-6	-5	0.5	-1.0	0.3	0.0	40*	-5	-2.0
O=C(NC(=S)Nc1nc2ccccc2s1)c1cccs1	-7	1	0.0	-0.1	0.4	2.7	24	0	-2.4
Cc1ccc(CNC(=O)CC(C)S(=O)(=O)c2ccc3c(c2)NC(=O)CO3)cc1 (stereo unspecified)	-4	-1	0.6	-1.0	-3.1	0.2	-8	1	-4.1
COCCN1C(=O)N[C@@H](CCc2ccccc2)[C@@H](C(=O)OC)[C@H]1C	-4	-2	-1.1	-0.4	0.7	-1.1	-4	0	-1.4
CCc1nc(SCC(=O)NNC(=O)C(C)C)c2ccccc2n1	/	-2	-1.1	?	-1.1	-1.3	18	-223	-2.4
Cc1cc(C)n(-c2ccc(C(=O)Nc3nnc(C)s3)cc2)n1	2	4	5.6	-1.2	/	-0.6	19	-6	-1.0
COc1cc(CN2C[C@@H](CO)O[C@@H](n3cnc4c(N(C)C(C)C)ncnc43)C2)cc(OC)c1OC	1	-1	/	-0.2	-0.2	/	5	-5	-0.5
CCCOc1ccc(-c2cc(C(=O)NCC3CCCO3)c3ccccc3n2)cc1 (stereo unspecified)	0	28*	-3.8	0.8	-1.1	1.8	14	0	-0.4
CN(c1ccc(F)cc1)S(=O)(=O)c1ccc(Cl)c(C(=O)Nc2ccncc2)c1	5	1	-0.3	0.5	/	0.1	2	-4	-1.9
CC(C)CC(N)c1csc(NC(=O)Nc2ccccc2-c2ccccc2)n1 (stereo unspecified)	-19	2	/	0.0	-0.9	/	4	-4	-5.5
COc1cccc(/C=N\NC(=O)c2ccc(Cn3cc(Br)c([N+](=O)[O-])n3)o2)c1O	-8	-9	0.8	-0.8	/	/	7	-3	-4.2
CN(Cc1nc2ccccc2n1C)S(=O)(=O)c1ccc(F)cc1	2	2	-2.5	0.1	1.2	-0.8	-8	0	-5.9
CC(=O)NC(c1cccc(F)c1)c1nc(-c2ccc3ccccc3c2)cs1 (stereo unspecified)	-2	0	/	0.0	-0.2	/	-3	3	0.3
CCOc1ccc(NC(=O)C2CCCN2S(=O)(=O)c2ccc(OCC)cc2)cc1 (stereo unspecified)	-24	-1	-1.0	-3.5	-0.5	0.0	1	-16	-2.6
CC(=O)c1ccc(OC(=O)COc2ccccc2Cl)cc1	/	-1	3.6	-126	-1.3	1.5	15	-115	-2.4
COc1ccc(C(=O)NC(=S)Nc2ccc(CN3CCCCC3)cc2)cc1Cl	-2	3	-1.6	-0.1	/	1.3	8	-4	-3.5
O=c1[nH]c2cc(Cl)c(Br)cc2o1	0	-3	/	0.1	0.6	-0.5	5	-4	0.0
COc1ccc(C(=O)C2CCCN(C(=O)c3ccc(F)cc3)C2)cc1OC (stereo unspecified)	-4	-2	-1.2	-1.9	3.7	1.0	2	0	/
Cc1cc(C)c(C(=O)N2CCCC(Nc3ccc(C)c(C)c3)C2)o1 (stereo unspecified)	-3	1	-0.9	0.3	-0.3	0.8	6	-2	0.3
O=C(Nc1oc2ccccc2c(=O)c1-c1ccc(Cl)cc1)c1ccco1	0	2	0.0	-2.5	-0.6	1.1	28	-1	-0.8
O=C(Nc1ccn(CCCNCc2cccc3ccccc23)c(=O)n1)OCc1ccccc1	-7	-1	/	-0.3	-1.5	/	-3	-5	-5.0
O=C1c2cccc(OCC(=O)N3CCCc4ccccc43)c2CCN1Cc1ccccc1	1	0	0.2	0.1	/	-0.2	8	-2	3.8
Cc1ccc(C(=O)OCC(=O)N(C)C2CCS(=O)(=O)C2)cc1S(=O)(=O)N1CCOCC1 (stereo unspecified)	-8	-4	1.7	-0.2	-0.9	-1.7	-10	-7	0.8
Cn1c(=O)c2c(ncn2CC(=O)OCC(=O)c2ccc(F)c(F)c2)n(C)c1=O	-3	-1	5.5	1.5	-3.0	-0.1	4	2	0.4
Further results follow.
SMILES	BoNT F protease	FBA Mtb inh	Mtb UGM inh	BoNT A protease	BioA inh	PfHsp40 yeast	GDH-TPI counter	Anthrax LF prot	FadD28 binding
O=C(NCc1cc(C(F)(F)F)ccc1Cl)c1cccc2c1C(=O)c1ccc(N3CCOCC3)cc1S2(=O)=O	-4	-1	4.2	1.2	-4.5	-0.9	9	0	0.3
NS(=O)(=O)c1ccc(CCNC(=O)COC(=O)C2CCCN2C(=O)c2cccs2)cc1 (stereo unspecified)	-9	-7	-1.0	0.4	3.1	-0.4	-15	-2	-3.6
COCCNC(=O)C1CC(c2cccc(F)c2)=NO1 (stereo unspecified)	-4	0	-1.8	-0.5	-1.6	0.9	-3	-7	-3.3
COc1ccc(C2CC(c3ccccc3)=NN2C(=O)c2ccc(Cl)c([N+](=O)[O-])c2)cc1 (stereo unspecified)	-5	-1	-0.9	-0.5	/	-0.3	12	-3	-0.3
CCC(=O)Nc1ccc(C(=O)n2ccc(C)n2)cc1	-4	-1	3.4	-0.3	-1.4	-0.8	-4	-1	-1.1
CCOc1ccc(-c2nc[nH]c2[N+](=O)[O-])cc1	-8	4	0.4	-0.8	/	0.2	7	-5	0.3
O=C(OCCCOC(=O)c1ccc(O)cc1)c1ccc(O)cc1	8	-2	-2.3	3.0	-0.5	2.8	1	0	-3.8
Cc1oc(-c2ccccc2Cl)nc1CS(=O)(=O)CC(=O)NCCN1CCOCC1	-8	8	-1.4	-0.5	-3.1	0.9	6	-10	1.3
C/C(=N/NC(=O)CNC(=O)COc1cccc(C)c1)c1ccco1	9	-1	0.2	0.1	/	-0.3	2	4	-1.6
CCN(CC)C(=O)/C(=C/c1ccc(F)cc1)NC(C)=O	-2	5	2.1	0.1	/	-0.2	2	0	0.4
Cc1nc(SCC(=O)NC2CCCCC2C)c(C#N)c(C)c1C (stereo unspecified)	/	1	-0.5	/	-1.6	-1.8	1	/	-0.9
C#CCOc1c(/C=C\c2nc(O)c([N+](=O)[O-])c(=O)[nH]2)cc(Br)cc1OC	?	-4	0.7	1.4	-0.9	5.2	49*	-14	-2.4
Cc1c(NC(=O)CSc2nnc(N)s2)c(=O)n(-c2ccccc2)n1C	-4	0	2.0	0.0	/	0.6	7	0	-2.8
CC(OC(=O)CNS(=O)(=O)c1ccc(C#N)cc1)C(=O)Nc1cccc(C#N)c1 (stereo unspecified)	6	-2	4.2	1.6	1.6	1.1	-1	-2	-3.3
CN(CC(=O)N1CCCCC1)S(=O)(=O)c1ccc(Cl)cc1	-3	-3	1.3	-0.9	/	-0.4	-12	0	-2.4
CCN(CC)C(=O)COc1ccc(N(C)S(=O)(=O)c2ccc(NC(C)=O)cc2)cc1	0	1	2.0	-2.3	-2.4	1.4	2	-2	-2.1
NNC(=O)CSc1cccc2cccnc12	-7	20	2.6	1.0	/	-0.6	0	1	-1.6
C[C@@H]1CC=C[C@H]2[C@H]1C(=O)N(Cc1ccccc1)[C@H]2c1ccc(-c2ccoc2)cc1F	-6	0	0.0	-0.1	-1.7	-0.3	7	1	-1.2
O=C(CCCc1ccccc1)NCCc1ccccc1	21	1	-1.4	-2.1	2.5	-1.3	3	-10	-2.9
O=C(CSc1ccc(-c2cccnc2)nn1)Nc1ccc(F)cc1	15	2	-1.7	1.7	1.1	1.2	1	-3	-0.6
Cc1[nH]c2ccccc2c1C(=O)CSc1nc2cc(S(=O)(=O)N3CCCCC3)ccc2o1	-2	-6	2.0	1.0	-0.7	-2.3	8	4	-1.3
Cc1oc(-c2ccccc2F)nc1CS(=O)(=O)CC(=O)NCCCN1CC(C)CC(C)C1 (stereo unspecified)	-4	0	-0.1	-0.2	-0.6	-2.4	15	1	-1.1
COc1ccccc1CNC(=O)C1CCCC1	3	0	-2.1	-0.8	-3.4	-0.7	7	1	-1.9
CCSc1nnc(NC(=O)c2cc3c(s2)CCCC3)s1	3	4	-0.7	-0.1	1.6	-0.8	5	-1	0.6
COc1ccc(-c2nc(SC)n(C(=O)c3ccco3)n2)cc1	1	-1	-0.9	0.4	-1.0	-3.0	7	-1	-3.3

Look-ups from above:
CCN(CC)C(=O)/C(=C/c1ccc(F)cc1)NC(C)=O in Mtb UGM inh reads 2.1
CCOc1ccc(-c2nc[nH]c2[N+](=O)[O-])cc1 in GDH-TPI counter reads 7

Molecules shown so far containing a nitro group on carbon (5):
SMILES	BoNT F protease	FBA Mtb inh	Mtb UGM inh	BoNT A protease	BioA inh	PfHsp40 yeast	GDH-TPI counter	Anthrax LF prot	FadD28 binding
Cc1ccc(C(=O)Nc2ccc([N+](=O)[O-])cn2)o1	-6	-5	0.5	-1.0	0.3	0.0	40*	-5	-2.0
COc1cccc(/C=N\NC(=O)c2ccc(Cn3cc(Br)c([N+](=O)[O-])n3)o2)c1O	-8	-9	0.8	-0.8	/	/	7	-3	-4.2
COc1ccc(C2CC(c3ccccc3)=NN2C(=O)c2ccc(Cl)c([N+](=O)[O-])c2)cc1 (stereo unspecified)	-5	-1	-0.9	-0.5	/	-0.3	12	-3	-0.3
CCOc1ccc(-c2nc[nH]c2[N+](=O)[O-])cc1	-8	4	0.4	-0.8	/	0.2	7	-5	0.3
C#CCOc1c(/C=C\c2nc(O)c([N+](=O)[O-])c(=O)[nH]2)cc(Br)cc1OC	?	-4	0.7	1.4	-0.9	5.2	49*	-14	-2.4

More results.
SMILES	BoNT F protease	FBA Mtb inh	Mtb UGM inh	BoNT A protease	BioA inh	PfHsp40 yeast	GDH-TPI counter	Anthrax LF prot	FadD28 binding
CC(C)C(=O)NNC(=O)c1ccccn1	-10	1	-3.1	-2.1	/	-1.5	5	1	-0.5
COc1ccccc1Cc1noc(-c2cc(Cl)ccc2OC)n1	-7	1	0.0	-0.4	/	0.5	-8	0	-3.4
COc1ccccc1-c1cnc(C(O)c2cc(C)ccc2C)[nH]1 (stereo unspecified)	5	-1	/	-0.1	0.1	/	1	-5	-0.2
C[C@H](NC(=O)c1ccco1)C(=O)N1CCCC1	-15	6	0.7	-3.5	/	-0.9	1	-1	-0.7
COc1ccc(C(=O)N/N=C(/C)c2cccc(NC(=O)c3ccccc3F)c2)cc1	2	2	3.4	1.7	-0.5	-0.8	5	-3	-2.6
CCOc1ccc(NC(=O)CC2C(=O)N(c3ccccc3)C(=O)N2Cc2ccco2)cc1 (stereo unspecified)	?	-2	-0.2	?	1.7	0.8	10	?	-1.7
N=C1C(c2ccccc2)=C(O)CN1CCO	0	0	0.7	-0.2	/	-0.4	3	-2	-0.7
Cc1ccc(C)c(C(=O)NC(C)CCc2ccccc2)c1 (stereo unspecified)	-8	-2	-3.4	-0.7	/	-2.6	-2	-1	-0.9
CN(c1ccc(OCC(=O)OCC(=O)NCc2ccco2)cc1)S(=O)(=O)c1ccc2ccccc2c1	-4	3	/	-1.6	-8.0	0.3	-1	-2	-5.4
O=S1CC/C(=N\O)c2ccccc21 (stereo unspecified)	-12	-1	1.1	-1.3	-1.7	-1.2	6	-5	-1.7
Cc1cccc(C)c1-n1nnnc1C(C1CC1)N1CCC2(CC1)C(=O)NCN2c1ccccc1 (stereo unspecified)	-1	-5	/	0.1	1.6	/	/	6	-4.8
Cc1ccccc1-c1noc(CCC(=O)NCc2ccco2)n1	?	2	0.3	-2.1	-1.0	1.0	5	-14	-3.3
CC(C)CNC(=O)/C=C/C=C/c1ccc2c(c1)OCO2	-8	8	/	-0.3	-0.7	-0.5	39*	2	-0.5
CC(OC(=O)CNS(=O)(=O)/C=C/c1ccccc1)C(=O)Nc1ccc(S(=O)(=O)N2CCCC2)cc1 (stereo unspecified)	-6	0	2.6	0.2	/	1.5	-4	1	-0.7
